# OXTR potentiate: human OXTR potentiation; P30559; CHO-OTR cells, Fluo-8 calcium fluorescence, potentiator mode; 0% = oxytocin EC15, 100% = EC100; activation, % at 3 µM; hit rate 0.061% among 320,000; AID 2445;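 active = activation above that plate's cutoff, the mean activation of tested compounds plus 3 SD, cut at about 6.6% in these data, passing the limit was not always enough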;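 also: 100% uses oxytocin at 75 nM as the full agonist control; some results filed as inactive read as strong as hits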
#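 Material: CHO-OTR cells, human receptor; compound dosing: single dose, 3.0 µM nominal final compound concentration; schedule: 6 min compound pre-incubation at room temperature, 100 s kinetic read; measured by: kinetic Fluo-8 calcium fluorescence; read-out basis: % activation vs EC15 and EC100 oxytocin; controls: EC15 oxytocin alone as 0%, 75 nM oxytocin as 100%; replicates: singlicate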
# CHO-K1 Ca ag: M1 agonist counterscreen hit in parental CHO-K1 cells. Fluo-8 calcium fluorescence; scaled to maximal ATP response, vehicle zero. activation, % at 3 µM. hit rate 0.48% among 360,000. AID 602248; in the data active = activation above about 15%;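 also: untransfected CHO-K1 host cells lacking M1 receptor as counterscreen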
# CHO-K1 Ca antag: counter-screen for M1 antagonists: effect in parental CHO-K1 cells | inhibition, % at 3 µM | ATP-induced calcium, Fluo-8 fluorescence | hit rate 0.6% among 360,000 | AID 602250;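 active = inhibition above a per-plate cutoff, the plate's mean sample inhibition plus 3 SD, cut at about 24% in these data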;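 also: 0% = DMSO plus EC80 ATP and 100% = DMSO alone without ATP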
# V1aR counter: activates human V1a receptor in oxytocin agonist counter-screen. P37288. CHO-V1R cells, Fluo-8 calcium fluorescence, agonist mode; 0% DMSO, 100% 3 nM vasopressin. activation, % at 3 µM. hit rate 0.25% among 320,000;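 active = activation above the mean activation of all tested compounds plus 3 SD, per screening run, cut at about 20% in these data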;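 also: signal is peak over basal fluorescence ratio across a 100 second FLIPR read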
# Target sequence (P37288 whole entry, looked up): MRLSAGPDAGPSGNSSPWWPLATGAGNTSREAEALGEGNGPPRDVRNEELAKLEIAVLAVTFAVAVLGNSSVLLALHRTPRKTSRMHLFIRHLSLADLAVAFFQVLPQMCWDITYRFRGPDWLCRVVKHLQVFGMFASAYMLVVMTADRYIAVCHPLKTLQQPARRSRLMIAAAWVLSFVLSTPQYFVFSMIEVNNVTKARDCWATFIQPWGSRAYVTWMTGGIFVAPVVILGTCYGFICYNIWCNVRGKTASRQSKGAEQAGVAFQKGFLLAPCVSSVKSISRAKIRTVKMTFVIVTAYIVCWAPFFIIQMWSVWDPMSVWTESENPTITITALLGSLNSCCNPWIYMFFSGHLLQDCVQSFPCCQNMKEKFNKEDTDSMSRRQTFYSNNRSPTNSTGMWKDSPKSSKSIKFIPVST
# CHRM1 agonist: agonists of human M1 muscarinic receptor; hit rate 0.33% among 360,000; activation, % at 3 µM; CHO-K1 hM1, Fluo-8 calcium fluorescence, agonist mode; 0% DMSO, 100% acetylcholine EC100; P11229;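 active = activation above the run's mean compound activation plus 3 SD, cut at about 16% in these data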;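 also: peak over basal fluorescence ratio within a 140 s kinetic read after compound addition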
# TAAR1 agonist: human TAAR1 agonism; CHO RD-HGA16 TAAR1, Fluo-8 calcium fluorescence; vehicle wells 0%, saturating PEA agonist 100%; activation, % at 3 µM; hit rate 0.99% among 360,000;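 active = activation above the mean activation of all test compounds in the run plus 3 SD, cut at about 38% in these data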
# Target sequence (Q96RJ0 whole entry, looked up): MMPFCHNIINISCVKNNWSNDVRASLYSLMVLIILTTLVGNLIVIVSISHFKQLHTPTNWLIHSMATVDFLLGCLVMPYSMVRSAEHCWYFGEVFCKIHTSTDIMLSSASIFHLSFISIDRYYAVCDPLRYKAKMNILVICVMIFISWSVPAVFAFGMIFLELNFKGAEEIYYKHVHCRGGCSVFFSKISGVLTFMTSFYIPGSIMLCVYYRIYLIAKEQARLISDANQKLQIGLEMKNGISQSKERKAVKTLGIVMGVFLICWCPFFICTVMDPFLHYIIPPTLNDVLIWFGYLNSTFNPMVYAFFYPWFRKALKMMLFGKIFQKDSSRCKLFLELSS
#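 System: CHO-derived RD-HGA16 cells with stable Gα16 and human TAAR1 / Times: 17-24 h plating, Fluo-8 75 min 37 °C, 30 min RT / Technique: calcium-sensitive Fluo-8 signal, excitation 470-495, emission 515-575 nm / Measure: % activation relative to PEA EC100 response / Benchmarks: DMSO and PEA EC100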
# CHO parental Ca: counter-screen: ATP calcium response change in parental CHO cells. hit rate 0.63% among 330,000. parental CHO-K1, ATP-induced calcium, Fluo-8 fluorescence. AID 463079. inhibition, % at 5.6 µM;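 active = inhibition above that plate's mean sample inhibition plus 3 SD, cut at about 26% in these data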;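 also: 0% = ATP-challenged DMSO wells and 100% = DMSO wells without ATP; some compounds past the cut are filed as inactive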
#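 Test system: untransfected parental CHO cell line; also added: ATP stimulus; dosing: 5.6 µM, single dose; signal: calcium-sensitive Fluo-8 fluorescence; measure: percent inhibition of ATP-evoked calcium rise, normalized to controls; benchmarks: low control ATP plus DMSO, high control DMSO only; replication: one well per compound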
# M1 PAM parental: counter-screen for M1 PAMs: effect in parental CHO-K1 cells. ATP EC20, Fluo-8 calcium fluorescence; 0% at ATP EC20, 100% at ATP max. activation, % at 3 µM. hit rate 0.02% among 360,000. AID 602247;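 active = activation above the run cutoff, the mean activation of all test compounds plus 3 SD, cut at about 40% in these data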;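 also: peak over basal fluorescence ratio in a 140 s read after ATP addition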
# TAAR1 antag: human TAAR1 antagonism; hit rate 1.5% among 360,000; CHO RD-HGA16 TAAR1, Fluo-8 calcium fluorescence, antagonist; Q96RJ0; inhibition, % at 3 µM;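 active = inhibition above a per-plate cutoff, the mean inhibition of test compounds on that plate plus 3 SD, cut at about 49% in these data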;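 also: 0% = DMSO plus EC80 beta-PEA response and 100% = DMSO alone without agonist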
#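 Test system: RD-HGA16 CHO cells with stable hTAAR1 and Gα16 / Probe or stimulus: EC80 β-phenethylamine stimulus / Times: seeding 17-24 h prior, 75-min 37 °C, 30-min RT dye loading / Detection: Fluo-8 calcium-sensitive fluorescence / Read-out basis: % inhibition scaled between DMSO and EC80 PEA controls / Repeats: singlicate, one well per test compound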
# Starred values were filed as active, the others as inactive; · = no result given. No enrichment for hits. Share with any hit: about 3.3%.
SMILES,OXTR potentiate,CHO-K1 Ca ag,CHO-K1 Ca antag,V1aR counter,CHRM1 agonist,TAAR1 agonist,CHO parental Ca,M1 PAM parental,TAAR1 antag
O=[N+]([O-])c1cccc(/C=N/Nc2nnc(-c3ccccc3)c(-c3ccccc3)n2)c1,-0.4,0.8,-7.1,1.6,-2.5,-1.6,-6.8,10.4,11.2
CN1CCN(c2ccccc2NC(=O)c2ccc(-c3ccc(Br)cc3)o2)CC1,-4.2,0.7,-11.2,0.6,-3.7,·,-25.9,5.5,·
CCOc1ccc(Cl)cc1S(=O)(=O)N1CCN(c2ccc(F)cc2)CC1,-12.1,0.3,6.2,0.2,-3.6,3.8,-18.7,-5.0,0.2
COCCN(C(=O)Cc1cccs1)c1nnc(-c2cccnc2)s1,-4.4,0.2,3.4,0.1,-1.9,5.3,-18.1,3.6,7.7
COc1ccc(-n2c(O)c(/C=N/NS(=O)(=O)c3ccc(C)cc3)c3ccccc3c2=O)cc1OC,-16.1,10.4,1.9,8.7,14.6,20.9,2.3,7.6,42.2
CN1CCN(C(=O)c2ccc3c(c2)N(Cc2ccccc2)CCS3)CC1,0.5,0.6,3.3,1.1,-3.3,·,-9.1,-2.8,·
O=[N+]([O-])c1ccc(NCCCc2ccccc2)cc1,·,-0.3,5.3,·,-6.1,-0.8,·,3.9,52.4*
CCN(CC)S(=O)(=O)c1ccc(S(=O)(=O)Nc2ccc3c(c2)oc2ccccc23)cc1,-16.4,0.2,24.9*,2.3,-3.0,8.6,8.0,-6.2,11.5
Cc1ccccc1CN1[C@@H](CC2CCCCC2)COCCS1(=O)=O,-0.1,-0.7,-17.8,-0.6,6.1,9.6,-31.7,14.6,5.1
CCC(=O)Oc1oc(-c2ccccc2)nc1C=Nc1ccccc1OC,-4.3,0.0,-5.3,-0.2,-2.9,2.6,-4.6,10.8,-22.0
CC(NC(=O)c1ccco1)C(=O)N(C)Cc1ccc(C(F)(F)F)cc1 (centres undefined),-3.6,0.7,0.8,0.5,-4.0,-0.1,-12.1,-2.6,-17.8
Cc1cc(-c2ccn[nH]2)c(C)s1,-4.2,0.3,3.4,-0.4,-5.7,-0.9,-13.4,10.2,19.0
Cc1ccccc1CN1CCNC1=O,4.5,0.6,-11.5,-0.5,-4.0,1.4,-4.4,10.4,-2.9
CCc1ccccc1OCCCOc1ccc(OC)cc1,-4.8,11.7,-1.6,0.1,-3.0,11.3,-16.9,18.1,-8.0
COc1ccc(C(CNC(=O)Nc2ccc(Cl)cc2)N2CCN(C)CC2)cc1 (centres undefined),-8.3,1.9,-5.8,4.6,-1.1,5.1,-5.2,12.8,1.9
COc1ccc(CCN(C)Cc2ccc(OC)c(OCc3ccccc3)c2)cc1OC,-8.6,8.0,-17.1,2.0,-6.4,·,-23.6,20.6,·
CCN1CCN(CCCOc2ccc(-c3ccccc3)cc2)CC1,-9.8,·,·,7.7,·,9.5,3.4,·,6.4
Cc1c(Cl)cccc1NC(=O)c1cc(-c2ccco2)on1,-0.9,-0.1,-10.6,-0.4,-11.4,-1.3,0.7,-10.0,-16.2
COc1cccc(NC(=O)CSc2nc(N)cc(N)n2)c1,-6.0,0.4,-3.4,-0.2,-4.0,10.3,-2.1,7.5,1.1
CCOC(=O)C1CCCN(S(=O)(=O)c2cccc3nsnc23)C1 (centres undefined),-3.3,1.2,-13.1,1.1,-2.1,-1.7,-16.2,1.9,1.1
COc1ccc(C(=O)Nc2cc(Cl)ccc2N2CCOCC2)cc1S(=O)(=O)N1CCOCC1,·,0.1,-2.2,·,-4.4,3.8,·,1.9,6.5
CCOC(=O)C1CCN(C(c2ccc(OC)c(OC)c2)c2sc3nc(C)nn3c2O)CC1 (centres undefined),-1.4,0.4,-3.2,0.8,-0.5,-0.4,-6.0,-10.1,13.0
COc1ccc(-n2nc3c(N4CCC(C(=O)NCCc5ccco5)CC4)nnc(C)c3c2C)cc1,-2.0,-1.6,-22.9,-1.3,-5.6,-2.7,-33.6,6.3,-8.8
CC1=C(C(=O)N2CCCCCC2)CC(CC(=O)NCCN2CCOCC2)C(=O)N1Cc1ccc(C(C)(C)C)cc1 (centres undefined),·,0.9,-18.8,·,·,4.8,·,5.9,-22.9
Cc1cc(C)c(S(=O)(=O)c2cccc(C)c2C)c(=O)[nH]1,-14.5,0.3,-10.4,3.3,-1.7,-1.2,2.4,7.2,-1.6
COc1ccc(CNC(=O)C2CCN(S(=O)(=O)c3ccc4c(c3)NC(=O)CO4)CC2)cc1,-6.4,1.2,-16.4,1.0,-2.1,0.8,-7.4,11.2,-24.0
COC(=O)c1ccc(OC(=O)CS(=O)c2ccccc2[N+](=O)[O-])cc1 (centres undefined),-5.9,0.4,-4.2,1.7,-6.6,9.3,-11.5,-2.4,-10.4
N/C(CCN1CCCCC1)=N/O,-16.5,1.9,-4.5,0.1,5.2,3.0,0.4,19.0,4.5
COC(=O)c1ccccc1NC(=O)C1CCN(C(=O)Cc2ccccc2)CC1,0.6,1.2,-1.2,0.4,-3.8,9.1,-20.3,-20.9,-11.7
Cc1[nH]c2ccccc2c1C(=O)CN1CCC(C(N)=O)(N2CCCCC2)CC1,-1.6,0.0,15.6,1.3,-3.6,1.0,0.8,-7.7,3.8

# A different layout for part of the listing above:
SMILES: COc1ccc(C(=O)Nc2cc(Cl)ccc2N2CCOCC2)cc1S(=O)(=O)N1CCOCC1
  OXTR potentiate: ·
  CHO-K1 Ca ag: 0.1
  CHO-K1 Ca antag: -2.2
  V1aR counter: ·
  CHRM1 agonist: -4.4
  TAAR1 agonist: 3.8
  CHO parental Ca: ·
  M1 PAM parental: 1.9
  TAAR1 antag: 6.5
SMILES: CCOC(=O)C1CCN(C(c2ccc(OC)c(OC)c2)c2sc3nc(C)nn3c2O)CC1 (centres undefined)
  OXTR potentiate: -1.4
  CHO-K1 Ca ag: 0.4
  CHO-K1 Ca antag: -3.2
  V1aR counter: 0.8
  CHRM1 agonist: -0.5
  TAAR1 agonist: -0.4
  CHO parental Ca: -6.0
  M1 PAM parental: -10.1
  TAAR1 antag: 13.0
SMILES: COc1ccc(-n2nc3c(N4CCC(C(=O)NCCc5ccco5)CC4)nnc(C)c3c2C)cc1
  OXTR potentiate: -2.0
  CHO-K1 Ca ag: -1.6
  CHO-K1 Ca antag: -22.9
  V1aR counter: -1.3
  CHRM1 agonist: -5.6
  TAAR1 agonist: -2.7
  CHO parental Ca: -33.6
  M1 PAM parental: 6.3
  TAAR1 antag: -8.8

# Next structures follow.
SMILES,OXTR potentiate,CHO-K1 Ca ag,CHO-K1 Ca antag,V1aR counter,CHRM1 agonist,TAAR1 agonist,CHO parental Ca,M1 PAM parental,TAAR1 antag
CC1=C(C(=O)N2CCOCC2)C(c2ccccc2F)C2=C(CC(C)(C)CC2=O)N1 (centres undefined),2.6,-0.1,-0.9,0.3,-6.2,6.0,-5.0,1.5,-15.2
COc1ccc(OC)c(NC(=O)Cn2cnc3c(cnn3-c3ccccc3)c2=O)c1,-6.6,0.4,-6.4,1.8,-3.9,1.3,-10.4,12.3,-10.2
Cn1ccnc1Sc1cc(NCCCO)c([N+](=O)[O-])c2nonc12,-5.4,0.0,-3.3,-0.3,-4.2,1.1,8.4,7.4,-6.7
CCOC(=O)c1sc(N)nc1C(C)(C)C,-6.0,-0.2,-9.0,0.2,-5.1,6.3,-10.1,4.0,-12.1
O=C(Nc1nc(-c2ccccn2)cs1)c1cc(S(=O)(=O)N2CCOCC2)ccc1F,-7.0,1.8,-20.5,2.1,-1.9,12.2,-17.1,-10.8,12.0
O=C(Nc1ccccc1N1CCCC1)c1ccc(Cl)cc1Cl,1.6,-0.8,-13.6,-1.8,-4.2,9.8,-13.5,6.0,-29.3
Cc1cc(C(c2cc(C)c(N)c(C)c2)c2ccco2)cc(C)c1N,-16.6,4.9,-4.0,9.3,15.5,24.2,-2.3,5.3,13.7
Cc1ccc(NC(=O)CSCC(=O)N(C)Cc2ccc(Cl)c(Cl)c2)cc1,-0.7,0.5,-22.9,-0.3,-4.0,-1.5,-30.0,15.8,-7.1
Cc1ccc(-c2cc(C(=O)Nc3ccncc3)c3ccccc3n2)cc1,-5.7,0.1,4.0,-0.3,-2.0,2.3,-22.6,11.8,5.5
Nc1c(C(=O)Nc2ccc(Cl)c(Cl)c2)sc2nc(-c3cccnc3)ccc12,4.1,·,·,0.9,·,1.9,-12.3,·,12.0
CCCNC(=O)c1cn(CC)c2cc(N3CCN(C)CC3)c(F)cc2c1=O,-7.5,1.1,-18.2,0.5,-4.7,11.3,-20.0,25.1,2.9
O=C(N/N=C/c1ccncc1)c1ccccn1,-12.7,1.4,-18.8,0.5,-5.2,-0.8,-5.0,15.7,-13.1
COc1cc(CN2CCN(C(=O)c3cccc4ccccc34)CC2)cc(OC)c1OC,0.6,1.0,-4.7,-0.1,-4.5,3.1,-14.9,6.0,-6.0
COC(=O)c1ccc(C)cc1C1CN=NC12Cc1cc(C)ccc1C2=O (centres undefined),·,0.4,-4.4,·,-6.3,6.1,·,9.0,-0.5
CC(C)OC(=O)Nc1ccc(-c2ccc(NC(=O)OC(C)C)cc2Cl)c(Cl)c1,-8.0,0.2,-8.9,1.1,-1.1,-0.8,-3.6,0.9,11.0
Cc1ccc2c(Cl)cc(Cl)c(OCC(=O)NCCc3ccccn3)c2n1,-7.8,0.4,5.7,-0.6,-1.0,1.5,-34.1,-9.3,5.6
O=C(O)Cc1ccc(N=Cc2c(O)ccc3ccccc23)cc1,5.8,0.3,4.2,-0.1,-5.0,0.4,-8.0,7.4,-11.5
CSc1ccccc1NC(=O)C(=O)c1c[nH]c2ccccc12,0.3,0.9,0.1,1.4,-3.8,-1.6,-6.2,13.8,17.8
COc1ccccc1[C@@H]1C(c2ccccc2)=NN(c2ccc(Br)cc2)[C@H]1C(=O)N1CCOC1=O,·,0.4,-11.8,·,-4.8,1.0,-16.3,2.1,-24.5
CN1CCC/C1=C1/C(=O)N(c2ccccc2)N=C1NC(=O)Nc1cccc(Cl)c1,-16.0,-0.3,-21.4,0.6,0.7,0.4,-8.9,13.8,1.9
Nc1nonc1-n1nnc(C(=O)N/N=C/c2ccncc2)c1-c1ccccc1,-0.2,1.6,-9.6,1.7,-0.9,9.9,-9.9,0.6,-11.8
O=C(COC(=O)c1ccc(S(=O)(=O)N2CCCC2)cc1)Nc1cccc(Cl)c1,-9.6,1.3,1.4,1.7,-7.5,13.2,-4.2,-9.7,0.9

# Screens: PubChem, The Scripps Research Institute Molecular Screening Center
